Screening data (PubChem BioAssay)
BioA inh = M. tuberculosis BioA enzyme inhibitors, primary screen, biochemical, plate reader, single point, HTS; purified M. tuberculosis BioA enzyme; inhibition, % at 9.99 µM; actives 0.096% (n = 360,000); AID 602481, 2012; in the data active = inhibition above about 40%; inconclusive = no clear call, values can overlap the other calls
FadD28 binding = inhibitors of FadD28 bisubstrate probe binding, primary screen, biochemical, fluorescence polarization, single point | Mycobacterium tuberculosis FadD28 fatty-acid-AMP ligase | inhibition, % at 12.5 µM | actives 0.22% (n = 360,000); in the data active = inhibition above about 8.5%, passing the limit was not always enough; inconclusive = no clear call, values can overlap the other calls
CCHF vOTU inh = CCHFV vOTU protease inhibitors, primary screen, biochemical, Pep-AMC substrate, fluorescence; Crimean-Congo hemorrhagic fever virus L polyprotein viral ovarian tumor (vOTU) protease …; inhibition, % at 11.5 µM; actives 0.55% (n = 370,000); AID 651958, 2012; also: 0% = vehicle wells with enzyme and 100% = no enzyme wells
PrPC TRFRET = inhibitors of human cell surface prion protein PrPC, primary screen, cell-based, TR-FRET. Major prion protein (Homo sapiens), P04156. TR-FRET read-out. inhibition, % at 13.8 µM. actives 0.43% (n = 370,000). AID 720596, 2013; in the data active = inhibition above about 24%; also: 0% = median of the test wells and 100% = reference compound wells
BoNT-F LC inh = BoNT/F light chain protease inhibitors, primary screen, biochemical, flow cytometry, MLPCN library; inhibition, % at 10 µM; actives 0.22% (n = 360,000); Botulinum neurotoxin type F light chain protease (Clostridium botulinum); Multiplex microsphere protease cleavage assay; in the data active = inhibition above about 35%, passing the limit was not always enough; inconclusive = no clear call, values can overlap the other calls; also: plate controls were buffer without enzyme for full effect and enzyme alone for no effect
Mtb UGM inh = M. tuberculosis UGM enzyme inhibitors, primary screen, biochemical, fluorescence polarization, single point | actives 0.06% (n = 320,000) | UDP-galactopyranose mutase (Mycobacterium tuberculosis (strain ATCC 25618 / H37Rv)), … | AID 504406, 2011 | purified UGM, fluorescence polarization probe displacement | inhibition, % at 10 µM; in the data active = inhibition above about 10%, passing the limit was not always enough; inconclusive = no clear call, values can overlap the other calls
Target sequence (P9WIQ1 whole entry, looked up): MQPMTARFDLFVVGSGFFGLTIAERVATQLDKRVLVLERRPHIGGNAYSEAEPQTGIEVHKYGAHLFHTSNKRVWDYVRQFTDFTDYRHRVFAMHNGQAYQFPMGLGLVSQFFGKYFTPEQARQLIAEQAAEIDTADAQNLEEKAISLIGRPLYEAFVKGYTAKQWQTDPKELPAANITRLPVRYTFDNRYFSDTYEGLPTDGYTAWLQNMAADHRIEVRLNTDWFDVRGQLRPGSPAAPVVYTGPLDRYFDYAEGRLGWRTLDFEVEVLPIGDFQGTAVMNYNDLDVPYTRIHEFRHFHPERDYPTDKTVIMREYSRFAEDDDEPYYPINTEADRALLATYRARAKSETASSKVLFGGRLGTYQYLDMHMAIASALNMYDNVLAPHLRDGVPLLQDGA
BoNT-A LC inh2 = BoNT/A light chain protease inhibitors, primary screen, biochemical, flow cytometry, MLPCN library. Botulinum neurotoxin type A light chain protease (Clostridium botulinum A str. ATCC 3502). multiplex microsphere protease substrate cleavage. inhibition, % at 10 µM. actives 0.17% (n = 360,000). AID 588499, 2011; in the data active = inhibition above about 30%; inconclusive = no clear call, values can overlap the other calls; also: plate controls were buffer without enzyme for full effect and enzyme alone for no effect
GDH-TPI counter = GDH-TPI coupling enzyme inhibitors, primary screen, artefact control for M. tuberculosis FBA inhibitor project, biochemical, absorbance, full deck | GDH-TPI coupled enzyme counterscreen, NADH absorbance | inhibition, % at 4.8 µM | actives 1.2% (n = 360,000) | AID 588335, 2011;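 also: 0% = DMSO wells and 100% = wells lacking the enzyme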
FBA Mtb inh = Mtb FBA enzyme inhibitors, primary screen, biochemical, fluorescence, strain H37Rv; Fructose-bisphosphate aldolase (Mycobacterium tuberculosis (strain ATCC 25618 / H37Rv)), …; purified M. tuberculosis FBA, fluorescence read-out; inhibition, % at 1 µM; actives 2.3% (n = 360,000); AID 588726, 2011; in the data active = inhibition above about 27%;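 also: 0% = vehicle and 100% = reference inhibitor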
Target sequence (P9WQA3 whole entry, looked up): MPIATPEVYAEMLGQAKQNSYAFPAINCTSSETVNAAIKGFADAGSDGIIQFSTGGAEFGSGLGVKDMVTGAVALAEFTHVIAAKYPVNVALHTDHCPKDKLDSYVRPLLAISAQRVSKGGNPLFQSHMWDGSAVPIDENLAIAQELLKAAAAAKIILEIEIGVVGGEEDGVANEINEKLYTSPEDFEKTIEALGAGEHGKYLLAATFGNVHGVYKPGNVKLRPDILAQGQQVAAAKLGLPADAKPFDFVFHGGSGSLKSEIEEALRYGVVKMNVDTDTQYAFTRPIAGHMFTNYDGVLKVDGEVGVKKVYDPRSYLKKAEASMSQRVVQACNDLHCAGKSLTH
The depositor's hits bear a star; ? = inconclusive; / = no result given. Rule as the data show it, unless noted: active = inhibition above about 30%; inactive = the rest.

entry | molecule | BioA inh | FadD28 binding | CCHF vOTU inh | PrPC TRFRET | BoNT-F LC inh | Mtb UGM inh | BoNT-A LC inh2 | GDH-TPI counter | FBA Mtb inh
1 | CCn1cc(C(=O)NC(=S)Nc2sc3c(c2C(=O)OC)CCCCCC3)cn1 | -2.7 | 1.7 | 0 | -2 | 3 | / | 2.6 | 9 | 1
2 | C=CCn1c(C(C)NC(=O)c2ccccc2C)n[nH]c1=S (configuration not stated) | -0.3 | -3.7 | -9 | -4 | -6 | 3.2 | -0.6 | -7 | -2
3 | O=C(CSc1ccc(-c2ccco2)nn1)N1CCCC1 | 0.3 | -3.3 | -9 | -8 | -4 | -0.6 | 0.3 | 3 | 4
4 | O=C(Oc1ccc2[nH]cc(CCN3C(=O)c4ccccc4C3=O)c2c1)c1ccco1 | / | -6.5 | 36* | -6 | -3 | -1.0 | 0.2 | -5 | -4
5 | Cc1cccc(NC(=O)CSc2nnc(CCCCCNC(=O)OC(C)(C)C)o2)c1C | -0.5 | -3.2 | 7 | 3 | 0 | 1.1 | 1.1 | -8 | 1
6 | Cn1c(SCC(=O)c2cc3ccccc3o2)nnc1-c1ccccc1 | 1.8 | -0.6 | -4 | -2 | 2 | 1.2 | 1.3 | 19 | -1
7 | CSCCC1NC(=O)N(CC(=O)Nc2ccc(N3CCCCC3)cc2)C1=O (configuration not stated) | -0.6 | -2.6 | 8 | 2 | -12 | 0.3 | -0.7 | 0 | -2
8 | CCn1c(COc2cccc(OC)c2)nnc1SCC(=O)N1CCOCC1 | -0.4 | -1.3 | -8 | -4 | -19 | -8.2 | -2.6 | 4 | 0
9 | O=C(CSc1nnc(CNC(=O)c2ccccc2F)o1)c1ccc(Cl)cc1 | 2.3 | -1.4 | 3 | 4 | 2 | -4.0 | 0.2 | 1 | -4
10 | O=C(Nc1nc(-c2nc3ccccc3s2)cs1)c1ccc(S(=O)(=O)N2CCOCC2)cc1 | -1.5 | -3.3 | -1 | 0 | -5 | 1.8 | -0.6 | 30 | 3
11 | CC(=O)N1c2ccc(S(=O)(=O)N3CCCC(C(=O)NCc4ccccc4Cl)C3)cc2CC1C (configuration not stated) | 0.5 | -1.6 | 7 | 4 | -5 | -1.8 | -1.1 | 0 | 3
12 | COc1ccc2nc(C)cc(SCC(=O)N/N=C/c3ccc(O)cc3O)c2c1 | / | -6.4 | -1 | 8 | -5 | -0.9 | -2.4 | 14 | -3
13 | COC(=O)c1ccccc1NC=C1C(=O)OC2(CCCCC2)OC1=O | -0.8 | -0.3 | 2 | -1 | -5 | 0.8 | -0.7 | 22 | 4
14 | Cc1cc(C)c2c(n1)SCC(=O)N2CC(=O)NCCC1=CCCCC1 | -0.7 | 2.1 | 4 | -4 | 0 | -1.8 | -1.1 | 9 | -1
15 | O=C(/C=C/c1ccc([N+](=O)[O-])cc1)OCc1cnc(-c2ccccc2)o1 | / | -5.2 | -8 | -3 | 2 | 0.5 | 0.0 | -2 | -2
16 | Cc1cccc(N2CCN(S(=O)(=O)c3ccc4c(c3)NC(=O)CS4)CC2)c1C | -0.7 | -2.5 | 18 | 11 | -22 | -4.9 | -5.0 | -12 | -6
17 | Cc1ccc(-c2noc(=O)n2CC(=O)Nc2ccc(S(=O)(=O)NC3CC3)cc2)cc1 | 1.1 | -3.9 | -19 | -6 | 6 | -0.1 | 0.0 | 4 | -1
18 | CN(Cc1ccccc1)C(=O)CCNC(=O)Cn1cnc2ccccc2c1=O | 1.6 | -3.6 | 5 | -6 | 9 | 1.0 | -0.1 | -7 | 5
19 | O=C(CCC1CCCC1)NNC(=O)c1ccccc1O | -1.2 | -1.0 | 6 | 0 | / | -1.8 | / | 17 | 12
20 | CC(O)(CS(=O)(=O)Cc1ccccc1)c1ccccc1Cl (configuration not stated) | -0.3 | -1.8 | 2 | 4 | -6 | 2.8 | -2.0 | 0 | 4
21 | COc1ccc(NC(=S)NC(=O)C2CCC2)cc1 | -0.2 | -3.4 | 2 | 3 | 0 | -0.6 | 0.7 | 12 | 4
22 | O[C@H]1C[C@H](c2ccccc2)N(CC2CCCCC2)C[C@@H]1n1cc(C2CC2)nn1 | 0.3 | -6.5 | 23 | 10 | -6 | / | -0.4 | 0 | -3
23 | CCOC(=O)/C(C#N)=C/N=c1ccc(C)cn1C | 3.3 | -3.5 | -4 | -5 | ? | 2.7 | -0.7 | 39* | 2
24 | O=C(OC1CCOC1=O)C1CCN(S(=O)(=O)c2ccccc2)CC1 (configuration not stated) | -1.2 | -0.1 | -8 | -4 | -1 | 2.6 | -0.5 | 5 | -4
25 | CC(C)Cc1nnc(NC(=O)c2cc3c(s2)CCC3)s1 | 1.1 | -4.7 | 6 | 14 | -13 | -0.5 | -0.3 | 11 | -1
26 | CS(=O)(=O)N1N=C(c2ccco2)CC1c1ccccc1 (configuration not stated) | -0.8 | -4.1 | 3 | -2 | -2 | 2.2 | -0.9 | 2 | 3
27 | Cc1ccc(S(=O)(=O)N2CCC(C(=O)NCCCOC(C)C)CC2)cc1 | -0.1 | -2.8 | -15 | -2 | -5 | 3.1 | 1.1 | 6 | 3
28 | CCN1CCN(CC(=O)Nc2cc(S(=O)(=O)N3CCCCC3)ccc2Cl)CC1 | 0.2 | 0.2 | -4 | -5 | 9 | 1.8 | 0.3 | 0 | 1
29 | COC(=O)CN1C(=O)COc2ccc(S(=O)(=O)NCc3ccc(Cl)cc3)cc21 | / | -2.1 | 7 | 1 | 7 | -0.1 | -0.7 | -3 | 2
30 | CC(=O)c1nnn(-c2ccc([N+](=O)[O-])cc2)c1C | / | -2.4 | -3 | -40 | -3 | -1.9 | -0.5 | 2 | -2

Exported with one line to a screen: entries from further up
[14] Cc1cc(C)c2c(n1)SCC(=O)N2CC(=O)NCCC1=CCCCC1
[15] O=C(/C=C/c1ccc([N+](=O)[O-])cc1)OCc1cnc(-c2ccccc2)o1
entry no. | 14 | 15
BioA inh | -0.7 | /
FadD28 binding | 2.1 | -5.2
CCHF vOTU inh | 4 | -8
PrPC TRFRET | -4 | -3
BoNT-F LC inh | 0 | 2
Mtb UGM inh | -1.8 | 0.5
BoNT-A LC inh2 | -1.1 | 0.0
GDH-TPI counter | 9 | -2
FBA Mtb inh | -1 | -2

Looked up above.
Result of #2 in FadD28 binding: -3.7
Result of #3 in BoNT-A LC inh2: 0.3
Result of #29 in BoNT-F LC inh: 7
Result of #7 in FadD28 binding: -2.6
Result of #15 in FadD28 binding: -5.2
Result of #16 in FBA Mtb inh: -6

Other records follow:
entry | molecule | BioA inh | FadD28 binding | CCHF vOTU inh | PrPC TRFRET | BoNT-F LC inh | Mtb UGM inh | BoNT-A LC inh2 | GDH-TPI counter | FBA Mtb inh
31 | CC1(C)CC2CC(C)(CN2S(=O)(=O)c2ccccc2[N+](=O)[O-])C1 (configuration not stated) | -1.0 | -4.0 | 3 | -5 | 7 | 2.7 | 2.2 | 4 | -3
32 | Cc1cc(C(=O)NC2CCCc3c2cnn3-c2ccc(C(C)(C)C)cc2)nn1C (configuration not stated) | 0.8 | 1.3 | -2 | 14 | -9 | 3.3 | 0.0 | 6 | -3
33 | N#CC1=C(N)Oc2n[nH]c(-c3cccs3)c2C1C1CCCCC1 (configuration not stated) | -0.4 | 0.7 | 12 | 1 | -12 | 1.3 | -0.8 | 5 | 4
34 | COc1ccc(CC(=O)NC(C)CCc2ccccc2)cc1OC (configuration not stated) | -0.3 | -1.0 | 9 | -2 | -11 | -4.6 | -1.5 | -7 | 2
35 | COc1cccc(C(=O)NC2CCN(CC(=O)Nc3ccccc3Cl)CC2)c1 | 16 | -3.2 | -14 | -7 | -31 | 0.4 | -1.7 | -9 | 0
36 | Cc1cccc(/C=N/n2c(C)cc(C)c(C#N)c2=O)c1 | -1.7 | 0.2 | -3 | -7 | -5 | 1.1 | -0.3 | 14 | 2
37 | CSc1cccc(N2CC(C(=O)N3CCN(S(=O)(=O)c4ccccc4Cl)CC3)CC2=O)c1 (configuration not stated) | 1.1 | -0.8 | 15 | 2 | 16 | 1.0 | 2.6 | 2 | 3
38 | CC(=O)NC(CC(=O)N1CCCC1)c1ccccc1 (configuration not stated) | -2.3 | -2.7 | 10 | -8 | -8 | -1.6 | -3.9 | -5 | 0
39 | CCCCCNC(=O)c1[nH]c(C(F)(F)F)nc1-c1ccccc1 | 0.5 | -2.3 | -1 | 5 | -1 | / | -0.2 | / | 2
40 | COc1ccc(S(=O)(=O)NC2CC3CCC2C3)cc1 (configuration not stated) | -1.7 | 0.5 | -8 | 2 | ? | 1.9 | 0.7 | 0 | 0
41 | Cc1[nH]c(=S)[nH]c(=O)c1Cc1c(O)ccc2ccccc12 | / | -1.8 | 3 | 3 | -1 | / | 0.0 | 10 | 9
42 | COc1ccc(S(=O)(=O)N2CCN(C(=O)C3CC3)CC2)cc1Br | 1.5 | -0.6 | -3 | 1 | 3 | -0.9 | -3.6 | 1 | 0
43 | CC(=O)CSc1nnc(-c2ccc(S(=O)(=O)N3CCCC3)cc2)n1C | -1.1 | -1.0 | 10 | -2 | -10 | -1.4 | 1.0 | -1 | 5
44 | O=C1Cc2ccccc2C(=O)N1OCc1ccc(Cl)cc1 | / | 2.4 | 9 | -3 | -2 | -0.1 | -0.2 | -1 | -2
45 | COc1ccc(CCNC(=O)CSC2=NS(=O)(=O)c3ccccc3N2)cc1OC | -0.6 | -0.3 | 13 | 1 | 8 | 0.8 | 5.1 | -4 | 2
46 | Cn1c(N=Nc2ccc(N3CCOCC3)cc2)[n+](C)c2ccccc21 | -0.5 | -4.4 | -10 | -10 | -17 | / | 0.7 | -13 | -12
47 | COc1ccc(Cn2c(C)ccc2C)cc1 | -1.1 | 0.6 | -13 | -6 | -6 | 0.8 | 0.2 | -7 | -1
48 | COc1ccc(CCNS(=O)(=O)c2ccc3c(c2)NC(=O)C(C)S3)cc1OC (configuration not stated) | -0.4 | -0.5 | 11 | -5 | 5 | -0.4 | 0.1 | -1 | 3
49 | CCCCOC(=O)c1cccc(NC(=O)CC)c1 | -1.6 | 0.8 | 5 | 4 | -4 | -1.7 | -0.4 | -2 | 3
50 | COc1ccc(OC)c(CNC(=O)CCSCc2ccc(F)cc2Cl)c1 | / | -1.8 | 2 | -4 | 4 | 2.3 | -0.5 | -6 | 7
51 | CN(c1ccccc1)S(=O)(=O)c1cccc(C(=O)N2CCN(c3ccccn3)CC2)c1 | 4.4 | -0.7 | -5 | 4 | -4 | -1.6 | 0.0 | -1 | 1
52 | Cc1ccc(Cl)cc1-c1cc(C(=O)NCc2cc(C(F)(F)F)cc(C(F)(F)F)c2)[nH]n1 | -0.5 | -3.2 | 33* | -2 | -1 | / | 0.0 | -4 | 0
53 | O=C1c2ccsc2SCCN1Cc1ccc(Cl)cc1Cl | 0.0 | -1.2 | 3 | 7 | -12 | / | 0.0 | 8 | 3

Whole records as entered above:
`O=C1Cc2ccccc2C(=O)N1OCc1ccc(Cl)cc1` is listed as BioA inh = /; FadD28 binding = 2.4; CCHF vOTU inh = 9; PrPC TRFRET = -3; BoNT-F LC inh = -2; Mtb UGM inh = -0.1; BoNT-A LC inh2 = -0.2; GDH-TPI counter = -1; FBA Mtb inh = -2
`COc1ccc(S(=O)(=O)NC2CC3CCC2C3)cc1` (configuration not stated) is listed as BioA inh = -1.7; FadD28 binding = 0.5; CCHF vOTU inh = -8; PrPC TRFRET = 2; BoNT-F LC inh = ?; Mtb UGM inh = 1.9; BoNT-A LC inh2 = 0.7; GDH-TPI counter = 0; FBA Mtb inh = 0
